HCV NS3 hel inh – blocks Hepatitis C virus NS3 helicase unwinding; NS3 helicase DNA unwinding, Cy5 molecular beacon fluorescence; inhibition, % at 10.9 µM; 290,000 compounds, 0.56% hits; AID 1800;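 active means inhibition above the mean of all tested compounds plus 3 SD, set per campaign, cut at about 35% in these data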;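 further: 0% = DMSO wells and 100% = thioflavine S control wells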
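test system = hepatitis C virus NS3 helicase domain fragment enzyme | reagent = annealed dual-labelled DNA beacon duplex, ATP-started | times = 1 h at 25 °C | detection = Cy5 fluorescence, 0 and 60 min reads | read-out basis = percent inhibition from t60/t0 fluorescence ratio | control set = DMSO and thioflavine S | replication = one well per compound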
MEKK3 PB1 HTS – modulators (inhibitors or enhancers) of MEK5 binding to human MEKK3 PB1 domain | Q99759 | bead-based flow cytometry, Alexa488-MEK5 binding to MEKK3; actives lie on both sides; 0 = blocked by unlabeled MEK5, 100 = vehicle | binding response (% of control), % at 10 µM | 290,000 compounds, 1.4% hits;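 active means binding response more than 3 SD above or below the average of its plate-row segment, actives on both sides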;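 further: Alexa488 bead fluorescence after subtracting the streptavidin-only scavenger bead signal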
Target sequence (Q99759 whole entry, looked up, the tested form may be a part): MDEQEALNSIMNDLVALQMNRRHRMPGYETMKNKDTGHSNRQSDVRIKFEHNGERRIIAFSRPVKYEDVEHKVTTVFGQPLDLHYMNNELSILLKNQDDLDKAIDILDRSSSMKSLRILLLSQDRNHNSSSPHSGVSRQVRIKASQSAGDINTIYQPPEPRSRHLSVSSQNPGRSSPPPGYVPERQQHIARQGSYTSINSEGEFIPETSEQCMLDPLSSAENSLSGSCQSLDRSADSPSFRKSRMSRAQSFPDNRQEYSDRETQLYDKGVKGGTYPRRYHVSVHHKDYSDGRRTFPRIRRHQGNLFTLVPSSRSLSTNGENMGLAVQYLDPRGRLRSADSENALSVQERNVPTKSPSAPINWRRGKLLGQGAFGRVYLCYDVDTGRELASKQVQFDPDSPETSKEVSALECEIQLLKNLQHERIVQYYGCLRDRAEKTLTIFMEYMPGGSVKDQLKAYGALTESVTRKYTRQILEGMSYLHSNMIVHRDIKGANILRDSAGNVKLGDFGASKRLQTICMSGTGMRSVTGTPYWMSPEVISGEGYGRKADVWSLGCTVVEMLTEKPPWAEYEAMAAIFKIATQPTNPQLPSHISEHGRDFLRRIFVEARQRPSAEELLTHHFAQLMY
pCIP destab – p/CIP protein destabilization. Q05BA5. decrease of EGFP signal, % at 10 µM. F442A p/CIP-EGFP cells, EGFP fluorescence, 16 h. 290,000 compounds, 0.01% hits;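 active means EGFP signal decrease of at least 30% at 10 µM or well 3 SD below plate mean, unless failing retest; inactive means the rest, including hits failing retest or dose response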; further: some compounds called inactive have numbers as strong as hits; many of its hits are not listed in these tables
VIM-2 inhibitor – inhibitors of Pseudomonas aeruginosa VIM-2 metallo-beta-lactamase. purified VIM-2, nitrocefin hydrolysis, epi-absorbance fluorescence. inhibition, % at 5.6 µM. 290,000 compounds, 0.89% hits. AID 1527;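 active means inhibition above the mean of all tested compounds plus 3 SD, cutoff set per screening run, cut at about 7.5% in these data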;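 further: red hydrolysis product quenches plate fluorescence so inhibitors raise well fluorescence; 0% = enzyme with DMSO and 100% = DMSO without enzyme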
SUMO HTRF inh – blocks human SUMOylation mediated by UBC9; HTRF SUMOylation assay, SAE1/SAE2 + UBC9, in vitro; 290,000 compounds, 0.36% hits; inhibition, % at 35 µM; in the data active means inhibition above about 50%, passing the limit was not always enough; further: strong numbers were not always called active
PHOSPHO1 inh – blocks human PHOSPHO1 phosphatase activity. Q8TCT1. AID 1565. recombinant PHOSPHO1, absorbance phosphatase assay. 290,000 compounds, 1.1% hits. inhibition, % at 13.3 µM; in the data active means inhibition above about 60%
Target sequence (Q8TCT1 whole entry, looked up): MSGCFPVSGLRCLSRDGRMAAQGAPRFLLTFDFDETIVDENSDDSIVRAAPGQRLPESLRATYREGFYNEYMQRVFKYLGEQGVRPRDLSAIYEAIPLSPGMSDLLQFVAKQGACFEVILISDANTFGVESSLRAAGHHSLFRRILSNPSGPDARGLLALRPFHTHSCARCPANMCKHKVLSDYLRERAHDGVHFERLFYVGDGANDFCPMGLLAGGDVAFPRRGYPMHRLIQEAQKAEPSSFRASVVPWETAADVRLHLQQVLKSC
IMP-1 inhibitor – blocks Pseudomonas aeruginosa IMP-1 metallo-beta-lactamase. purified IMP-1, nitrocefin hydrolysis, epi-absorbance fluorescence. inhibition, % at 5.6 µM. 290,000 compounds, 0.45% hits;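 active means inhibition above the mean plus 3 SD of all compounds in the same screening run, cut at about 4.5% in these data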;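 further: 0% = IMP-1 with DMSO and 100% = DMSO wells lacking enzyme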
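System: Purified recombinant IMP-1 metallo-beta-lactamase enzyme | Measured by: Fluorescence quenching readout, ex 480/em 530 nm | Replication: Singlicate | Incubation: 15 min preincubation plus 25 min reaction at 25 °C | Evaluation: Percent inhibition from optical density relative to buffer-blank wells | Benchmarks: DMSO with and without IMP-1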
DNA FID counter – fluorescent intercalator displacement, NS3 helicase counter-screen. 290,000 compounds, 0.17% hits. inhibition, % at 7.9 µM. DNA fluorescent intercalator displacement, fluorescence. AID 1845; in the data active means inhibition above about 37%;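 further: 0% = vehicle and 100% = reference compound; higher means more ethidium bromide displaced from hairpin DNA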
IDE act – activators of human insulin-degrading enzyme in cells; activation, % at 5.96 µM; HEK cells, FAbeta-B cleavage, fluorescence polarization; 0% vehicle, 100% cell-free pure enzyme wells; AID 493087; 340,000 compounds, 0.073% hits;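 active means activation above the mean of all tested compounds plus 3 SD, set per screening campaign, cut at about 17% in these data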
The depositor's hits bear a star; x = not tested or not shown; [ ] = remark or other dose. Some of the compounds tested. The share of hits here may be higher or lower than overall.

Screens in order – HCV NS3 hel inh	MEKK3 PB1 HTS	pCIP destab	VIM-2 inhibitor	SUMO HTRF inh	PHOSPHO1 inh	IMP-1 inhibitor	DNA FID counter	IDE act
- Cn1c(-c2ccc(F)cc2)cnc1NCc1ccc(C#N)cc1
→ 4	95	3	-3.8	18	30	-3.5	10	4
- COc1ccccc1NC(=S)N(Cc1cccnc1)Cc1ccccc1Cl
→ -14	103	-2	0.3	-1	21	-2.1	-17	-1
- CC(NO)C(C)(C)NO (stereo not given)
→ -1	96	2	-1.0	4	28	-0.6	4	3
- O=C(CSc1nc(-c2ccccc2)nc2ccccc12)Nc1cccc(C(=O)O)c1
→ -2	4.0*[inhibitor]	-16	-1.5	19	32	-1.9	-39	x
- COc1cccc(C(=O)Nc2cc(C)c3c(=O)oc4ccccc4c3n2)c1
→ x	107	-7	x	-3	4	x	x	4
- Cc1cccc(C(=O)N2CCCC(Nc3ccc(F)c(F)c3)C2)n1 (stereo not given)
→ 10	100	-7	-2.5	5	51	-3.6	-22	4
- CC(=O)C1=C(S(=O)(=O)c2ccc(C)cc2)CS(=O)(=O)C1
→ 4	77	0	1.1	10	20	-0.4	1	-5
- CCCn1c(SCC(=O)Nc2ccc(C)c(S(=O)(=O)N3CCOCC3)c2)n[nH]c1=O
→ 4	98	-1	-0.1	-21	1	-1.8	-9	2
- Cc1cc(Nc2ccc(F)cc2C)n2nc(C)nc2n1
→ 4	99	-1	1.7	18	-9	-2.4	-4	-5
- Cc1ccc(C)c(NC(=O)Cn2nc([N+](=O)[O-])c(Br)c2C)c1
→ -6	96	-10	1.1	2	-2	-1.5	-1	3
- CCOc1ccc2nc(NC(=O)CN3CCC(n4nnc5cc(C(F)(F)F)ccc54)CC3)sc2c1
→ -14	101	10	0.1	-30	9	1.6	2	0
- COc1ccccc1NS(=O)(=O)c1ccc(OC)c(OC)c1
→ -1	x	0	-0.5	3	10	-2.7	4	3
- COc1ccccc1N1CCN(C/C=C/c2ccc(N(C)C)cc2)CC1
→ -14	101	-18	0.9	10	-3	0.3	8	x
- O=C(/C(=C/c1ccccc1)c1ccccc1)N1CCCCC1
→ -7	103	-7	-1.4	-4	32	-3.7	-24	4
- CCN(C(=O)C(=O)c1c[nH]c2ccccc12)c1ccccc1
→ 6	107	-13	-1.4	24	3	-4.2	-8	2
- O=C(NCCc1ccccc1)C1CCC(=O)N1C1CCCC1 (stereo not given)
→ -9	104	2	-1.9	17	9	-2.2	-4	2
- CCOC(=O)c1c(C)[nH]c(C(=O)CN2C(=O)NC(CC)(c3ccccc3)C2=O)c1C (stereo not given)
→ -24	108	4	-1.9	-19	-1	-1.9	-27	3
- Cc1cc(C)c(S(=O)(=O)N2CCOC2CNC(=O)C(=O)NCc2ccco2)c(C)c1 (stereo not given)
→ -2	107	-2	-3.8	5	-14	-3.0	-28	4
- N#CC1(c2ccccc2)CCC(=NO)CC1 (stereo not given)
→ -1	107	-9	-0.4	22	9	-0.5	-1	-3
- COc1cc2c(cc1/C=C1/NC(=O)N(CC(=O)Nc3ccccc3)C1=O)OCO2
→ 4	97	-9	-2.1	24	17	-2.9	19	4
- COc1cccc(C2=NOC(C(=O)N3CCOCC3)C2)c1 (stereo not given)
→ -3	104	-2	-2.0	-18	-1	-1.3	0	4
- Cc1cccc(C)c1NC(=O)C1=C(O)c2sccc2N(C)S1(=O)=O
→ -2	106	-3	-2.8	23	36	-3.9	-14	0
- COc1ccc(OC)c(N2C(=O)[C@@H]3C(c4ccccc4Cl)=NO[C@@H]3C2=O)c1
→ 14	102	-2	-0.2	17	-9	-1.9	-21	-2
- Cc1nc(C)c(C(=O)Nc2cccc(C)c2C)s1
→ -4	103	-8	-1.0	-8	30	-2.5	-10	2
- CN(C1CCCC1)C1CCN(C(=O)CNC(=O)/C=C/c2ccccc2)CC1
→ 21	95	-18	-2.9	-6	-2	-2.5	-1	-1
- Cc1oc2c(c(=O)c1C)C(=O)CC(c1ccccc1)C2 (stereo not given)
→ 0	111	7	-3.3	-33	6	-3.4	-3	4
- Cc1c(NC(=O)c2cccc(S(=O)(=O)N3CCOCC3)c2)c(=O)n(-c2ccccc2)n1C
→ 17	81	-14	-0.8	-11	4	-3.3	-8	-3
- CCOc1ccc(C(C(=O)NCC2CCCO2)N(Cc2cccs2)C(=O)c2snc(C(N)=O)c2N)cc1 (stereo not given)
→ 31	102	-24	-0.7	8	20	-2.0	-19	0
- CC(=O)NCN1CCN(CNC(C)=O)CC1
→ -6	101	1	-4.3	5	5	0.5	-1	4
- CCOC(=O)[C@@H]1[C@H]2COc3cc(OC)ccc3[C@H]2N2C(=O)N(c3cccc(Cl)c3)C(=O)[C@@]12C
→ -31	101	-15	-1.6	-10	-2	-2.1	-34	2
- O=C(CSc1ncccn1)Nc1ccc2c(c1)CCC2
→ -24	90	-6	-2.2	12	22	-2.2	-4	3
- CCOC(=O)c1ccc2c(c1)nc(C1CCN(S(=O)(=O)c3cccs3)CC1)n2CC
→ -20	104	-16	-3.2	-4	6	-2.9	-24	1
- O=C(c1cccc(S(=O)(=O)N2CCOCC2)c1)N1CCCCCC1
→ 13	98	-14	-2.7	18	-34	-3.5	-16	-5
- CCC(N=c1cc(-c2ccc(OC)c(OC)c2)oc2ccc(C)cc12)C(=O)O (stereo not given)
→ -17	102	1	3.8	28	-13	-1.9	-1	4
- O=C(C1=C[C@@H](C2CC2)C[C@@H](OCc2ccc(CO)cc2)O1)N1CCN(Cc2ccc3c(c2)OCO3)CC1
→ -13	105	-1	-2.5	0	16	-2.1	-23	3
- COc1ccc(S(=O)(=O)n2cccc2)cc1OC
→ -5	104	-12	1.1	-4	21	-2.4	-7	3
- CC(C)c1nc(SCC(=O)N2CCc3ccccc32)n[nH]1
→ -2	104	-9	-0.8	8	-7	-1.2	-2	4
- CCC(C)(C(=O)NC1CCCCC1)N(C(=O)Cc1cccs1)c1ccccc1 (stereo not given)
→ -2	98	5	-2.2	-10	-5	-0.5	-39	3
- COc1ccc(S(=O)(=O)Oc2cccc(C(=S)N3CCOCC3)c2)cc1
→ 7	103	-27	-1.2	-6	28	-1.3	-24	0
- CC(C)(C)c1ccc(OCC(=O)NNC(=O)Nc2ccccc2)cc1
→ 6	106	-3	-5.3	4	39	-3.3	-23	4
- Cn1nnnc1SCC(=O)N1CCN(c2ccc(Cl)cc2)CC1
→ 12	x	-8	-0.9	-14	0	-1.1	-15	0
- Cc1nn(C)c(C)c1CN(C)S(=O)(=O)c1ccc(F)cc1
→ 4	95	-2	-1.4	14	-19	-3.5	-6	-3
- Cc1ccc(C)n1-c1ccc2c(c1)COC2=O
→ 11	101	-6	-1.3	23	40	-2.9	-7	x
- Cc1cc(SCC(=O)N/N=C/c2ccc(O)c(O)c2)c(C)cc1Br
→ -1	91	14	-2.1	-21	-3	-2.0	-6	0
- CCOC(=O)/C(C#N)=C/c1ccc(OCC(=O)Nc2ccc(OC)cc2)c(OC)c1
→ 2	124*	-10	-3.0	-7	25	-3.3	-1	6
- O=C(CCn1nc(-c2ccc(F)cc2)ccc1=O)NCc1ccccc1
→ 15	102	-1	-3.1	-20	10	-3.7	-17	2
- NC(=O)COC(=O)CNC(=O)c1cc(Cl)cc([N+](=O)[O-])c1
→ 2	88	1	-7.1	12	53	-5.6	1	1
- CC(=O)c1sc(C(C)(C)C)cc1NC(=O)c1ccccc1C(=O)O
→ 6	96	-3	4.5	13	-3	-0.9	-16	x
- O=C1c2cccc3cccc(c23)C(=O)N1CCN1CCN(CC(O)COc2ccc3ccccc3c2)CC1 (stereo not given)
→ -52	111	6	-0.8	-20	-6	-1.8	0	3
- CCOC(=O)c1ccc(NS(C)(=O)=O)cc1
→ -2	107	-8	-1.8	2	5	0.8	-1	-2
- Cc1ccc(N2CC(C(=O)N3CCC(C(=O)NC(C)(C)C)CC3)CC2=O)cc1 (stereo not given)
→ 2	101	-14	1.6	10	35	-0.3	-19	7
- CC(C)c1cc(=O)n2[nH]c(SCc3ccc(Cl)cc3)nc2n1
→ 45*	95	-2	-2.8	7	54	-1.7	-25	5
- Cc1ccc(O)c(C(=O)c2cnc3c(c2)COc2ccc(C)cc2-3)c1
→ -2	94	1	-6.0	-6	-4	-2.6	-1	-10
- COc1cccc(NC(=O)CNC(C)CCC(C)C)c1 (stereo not given)
→ -4	96	-7	-4.2	8	11	-2.0	13	5
- NS(=O)(=O)c1ccc(CNC(=S)NCc2ccc(Cl)cc2)cc1
→ 6	111	-20	-3.5	5	-19	-2.7	-7	-1
- O=C(COc1ccccc1)NNc1c2ccccc2nc2ccccc12
→ -5	102	-11	0.8	10	18	-1.9	-5	1

10 entries from above, sorted by molecular weight, ascending.
Screens in order – HCV NS3 hel inh	MEKK3 PB1 HTS	pCIP destab	VIM-2 inhibitor	SUMO HTRF inh	PHOSPHO1 inh	IMP-1 inhibitor	DNA FID counter	IDE act
- COc1cccc(NC(=O)CNC(C)CCC(C)C)c1 (stereo not given)
→ -4	96	-7	-4.2	8	11	-2.0	13	5
- O=C(CSc1ncccn1)Nc1ccc2c(c1)CCC2
→ -24	90	-6	-2.2	12	22	-2.2	-4	3
- O=C(/C(=C/c1ccccc1)c1ccccc1)N1CCCCC1
→ -7	103	-7	-1.4	-4	32	-3.7	-24	4
- Cc1cccc(C(=O)N2CCCC(Nc3ccc(F)c(F)c3)C2)n1 (stereo not given)
→ 10	100	-7	-2.5	5	51	-3.6	-22	4
- O=C(COc1ccccc1)NNc1c2ccccc2nc2ccccc12
→ -5	102	-11	0.8	10	18	-1.9	-5	1
- CC(=O)c1sc(C(C)(C)C)cc1NC(=O)c1ccccc1C(=O)O
→ 6	96	-3	4.5	13	-3	-0.9	-16	x
- CN(C1CCCC1)C1CCN(C(=O)CNC(=O)/C=C/c2ccccc2)CC1
→ 21	95	-18	-2.9	-6	-2	-2.5	-1	-1
- COc1cc2c(cc1/C=C1/NC(=O)N(CC(=O)Nc3ccccc3)C1=O)OCO2
→ 4	97	-9	-2.1	24	17	-2.9	19	4
- COc1ccccc1NC(=S)N(Cc1cccnc1)Cc1ccccc1Cl
→ -14	103	-2	0.3	-1	21	-2.1	-17	-1
- CCOc1ccc2nc(NC(=O)CN3CCC(n4nnc5cc(C(F)(F)F)ccc54)CC3)sc2c1
→ -14	101	10	0.1	-30	9	1.6	2	0
